TSHR antagonist: human thyrotropin receptor antagonism. 0.2% of 330,000 active. activity change, negative = inhibition, % at 11.5 µM. P16473. TSHR-expressing cells, TSH-stimulated cAMP HTRF, 2 h; active compounds read low;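 active = activity change below a set negative limit, meaning inhibition stronger than a set level, cut at about -70% in these data; inconclusive = activity change between two set negative limits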; also: % is scaled to controls: 0 for no effect and ±100 for the full control effect
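Cell-based HTRF cAMP assay; TSHR cells + compound, TSH EC80 (4nM final), 2 h, 37 deg C. Lysis with anti-cAMP cryptate and cAMP-d2, 30 min RT, read 665/620 nm.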
Chronic BCR inh: chronic active BCR signaling inhibition; 0.05% of 340,000 active; ABC-DLBCL IkBa-CBG/CBR reporter, luminescence ratio, 4 h; Potency, µM (highest dose often 46.1 µM), inactives show at the highest dose ratio change, negative = lower green/red ratio, usual class: inhibitors; active = well fitted inhibition curve with a large enough effect in the signal ratio, with a control signal flat, not every such curve was filed as active; inconclusive = small, poorly fitted or top-dose-only effect, or effect the other way, or a change in a side signal; the % refers to the signal ratio;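 also: potency is read from the fitted curve at half-maximal effect; plate controls were basal doxycycline-induced cells for no effect and cells given 10 µM MG132 for full effect; MG132 reads +100%, hits lower the ratio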
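Doxycycline induced both beetle luciferases in TMD8 lymphoma cells; IKK-driven degradation limits the IkappaBalpha-fused green signal, while red luminescence normalises for cell number and nonspecific effects. Compounds tested up to 46 uM, 4 hrs.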
ELG1 repair inh: blocks ELG1-dependent DNA repair in HEK293T cells; AID 504467; 2.3% of 330,000 active; Potency, µM (doses to about 46.1 µM), without a hit: top-dose activity change, negative = inhibition, actives largely listed as inhibitors; HEK293T ELG1-luciferase reporter, luminescence, 16 h; DNA damage induced by 5-fluorouridine; also: potency is read from the fitted curve at half-maximal effect; % is scaled to controls: 0 for no effect and ±100 for the full control effect; nearly all actives have a fitted effect of over 55% in size
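In this reporter screen, reduction of luminescence relative to DMSO vehicle indicated activity. Compounds and 5-fluorouridine were added together to 2,000 cells per well, incubated for 16 hr at 37 °C, then developed with ONE-Glo.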
B2AR arrestin: recruits beta-arrestin to the human beta2-adrenergic receptor; P07550; beta-arrestin recruitment to beta2AR, cell-based reporter; Potency, µM (doses to about 46.1 µM), for the others: top-dose activation, hits mostly activators; 0.02% of 330,000 active;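 also: potency is read from the fitted curve at half-maximal effect; 0% = DMSO controls and full agonism = EC100 isoproterenol or metaproterenol; nearly all actives have a fitted effect of over 65% in size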
TSG101-PTAP inh: blocks PTAP/TSG101 interaction to inhibit HIV-1 budding; Q99816; Fluorescence polarization, FITC-PTAP peptide / Tsg101 binding; 340,000 tested, under 10 active; Potency, µM (top dose mostly 115 µM), without a hit: top-dose activity change, negative = inhibition, most hits filed as inhibitors; AID 493005; active = well fitted inhibition curve with a large enough effect in the main read-out, with a control signal flat, not every such curve was filed as active; inconclusive = small, poorly fitted or top-dose-only effect, or effect the other way, or a change in a side signal; inactive = no such curve, though single readings can be large or run the other way; also: potency is read from the fitted curve at half-maximal effect; % of control where 0% means no effect
Target sequence (Q99816 whole entry, looked up): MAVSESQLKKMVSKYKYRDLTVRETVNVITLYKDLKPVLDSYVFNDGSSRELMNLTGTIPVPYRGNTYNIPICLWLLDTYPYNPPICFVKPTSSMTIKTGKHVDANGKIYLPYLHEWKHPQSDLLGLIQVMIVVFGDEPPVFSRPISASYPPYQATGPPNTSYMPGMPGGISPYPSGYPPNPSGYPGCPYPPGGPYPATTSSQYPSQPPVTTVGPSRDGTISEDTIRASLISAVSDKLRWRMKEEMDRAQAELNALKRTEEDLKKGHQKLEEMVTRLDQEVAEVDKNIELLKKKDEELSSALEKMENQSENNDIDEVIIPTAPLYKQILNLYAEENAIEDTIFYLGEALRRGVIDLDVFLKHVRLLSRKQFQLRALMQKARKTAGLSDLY
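Tsg101 binding domain (10 uM final) was mixed with compound and a FITC-labeled PTAP peptide (50 nM final) in HEPES pH 7.5 buffer with NaCl, Tween 20, EDTA and TCEP; fluorescence polarization was read after 20 min at r.t.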
USP2a inh: USP2a (human) protease inhibition; USP2 core, Ub-CHOP2 coupled fluorogenic reporter, 485/531; AID 463254; 0.01% of 330,000 active; Potency, µM (highest dose often 38.3 µM), without a hit: at the top dose activity change, negative = inhibition, actives largely listed as inhibitors;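 also: potency is read from the fitted curve at half-maximal effect; plate controls were DMSO wells for no effect and full inhibition by NEM control for full effect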
Target sequence (O75604 whole entry, looked up): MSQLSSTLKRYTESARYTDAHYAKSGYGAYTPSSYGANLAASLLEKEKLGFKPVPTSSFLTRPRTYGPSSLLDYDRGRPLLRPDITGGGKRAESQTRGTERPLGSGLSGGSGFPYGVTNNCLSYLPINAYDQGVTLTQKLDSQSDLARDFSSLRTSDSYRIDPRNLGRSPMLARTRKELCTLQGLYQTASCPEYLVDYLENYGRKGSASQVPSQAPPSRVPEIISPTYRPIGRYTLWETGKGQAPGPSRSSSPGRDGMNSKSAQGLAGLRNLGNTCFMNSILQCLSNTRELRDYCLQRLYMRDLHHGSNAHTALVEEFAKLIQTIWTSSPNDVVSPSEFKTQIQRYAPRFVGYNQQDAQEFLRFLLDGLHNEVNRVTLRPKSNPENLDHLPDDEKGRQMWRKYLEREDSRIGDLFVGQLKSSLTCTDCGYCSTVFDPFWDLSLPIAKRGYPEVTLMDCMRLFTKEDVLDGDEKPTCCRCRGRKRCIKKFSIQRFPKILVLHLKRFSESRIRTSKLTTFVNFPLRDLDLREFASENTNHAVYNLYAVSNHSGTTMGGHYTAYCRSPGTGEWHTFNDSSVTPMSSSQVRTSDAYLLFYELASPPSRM
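Cell-free coupled assay: 10nM USP2 core preincubated 30min RT with compound in Tris-HCl pH 8.0/CaCl2/CHAPS buffer, then 25nM Ub-CHOP2 and 25nM reporter substrate; fluorescence (Ex 485/Em 531) read after 60min RT, normalized to NEM inhibition, concentration-response curves fitted.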
uPA generation: inhibitors of cell surface uPA generation; cell surface uPA generation assay, qHTS; Potency, µM (top dose mostly 38.3 µM), for the others: at the highest dose activity change, negative = inhibition, most hits filed as inhibitors; 0.31% of 330,000 active; AID 540303; active = well fitted inhibition curve with a large enough effect; inconclusive = small, poorly fitted or top-dose-only effect; inactive = no such curve, though single readings can be large or run the other way; tested in mouse RAW 264.7 cells; also: potency is read from the fitted curve at half-maximal effect; % is scaled to controls: 0 for no effect and ±100 for the full control effect; nearly all actives have a fitted effect of over 55% in size
TCR act: activators of T cell receptors; primary human leukocytes, anti-CD3, IL-2 HTRF, 48 h; Potency, µM (top dose mostly 9.22 µM), inactives show at the top dose activation of IL-2 secretion, actives largely listed as activators; 330,000 tested, under 10 active; also: % of control where 0% means no effect
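48 hr co-incubation of compounds, a-CD3 beads and primary human leukocytes; IL-2 quantified homogeneously by HTRF with anti-IL-2 K and d2 conjugates.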
Eya2 inh: inhibitors of human Eya2 phosphatase activity | O00167 | recombinant Eya2, OMFP fluorescence dephosphorylation (OMFP is methylfluorescein phosphate) | Potency, µM (highest dose often 76.9 µM), for inactives: at the top dose activity, negative = inhibition, hits mostly inhibitors | 0.006% of 330,000 active | AID 488837; also: potency is read from the fitted curve at half-maximal effect; % is scaled to controls: 0 for no effect and ±100 for the full control effect
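Eya2 protein (added as 0.2 uM solution) was preincubated with compound for 10 min at ambient temperature in 50 mM HEPES pH 7.5, 50 mM NaCl, 5 uM MgCl2, 0.05% BSA, 1 mM DTT. OMFP (added at 50 uM) then reacted 10 min; fluorescence read at 485/525 nm.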
Mito fusion yeast: mitochondrial division inhibition or fusion activation; Potency, µM (highest dose often 46.1 µM), without a hit: top-dose growth rescue (activation), actives largely listed as activators; S. cerevisiae fusion-defective mutant growth rescue, CellTiterGlo 48 h; 0.23% of 320,000 active;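 also: potency is read from the fitted curve at half-maximal effect; % of control where 0% means no effect; nearly all actives have a fitted effect of over 45% in size; temperature-sensitive fusion mutants such as fzo1-1 at 37 °C on non-fermentable ethanol glycerol medium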
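Compounds are tested for their ability to restore growth of mitochondrial fusion-defective yeast strains at non-permissive 37C in YPEG medium over 48 hours. Viability is quantified by luciferase luminescence.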
Tb PFK inh: inhibitors of T. brucei phosphofructokinase; T. brucei PFK, ADP-Glo luminescence; Potency, µM (titrated, usually from 57.5 µM), inactives show top-dose activity, negative = inhibition, usual class: inhibitors; 0.17% of 330,000 active;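 also: potency is read from the fitted curve at half-maximal effect; 0% = uninhibited 1x PFK enzyme wells and -100% = no-enzyme wells; nearly all actives have a fitted effect of over 60% in size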
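1.25 nM PFK with 0.5 mM F6P and 0.1 mM ATP in 0.1 M TEA pH 8.0, 5 mM MgCl2, incubated 45 min at room temperature; ADP measured by ADP-Glo luminescence; compounds titrated up to 57 uM.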
Numbers without * were called inactive; ? = inconclusive; . = not tested or not shown; [ ] = another dose, or the depositor's remark. Unless noted, calls follow the shape of the dose curve; as a rule, active = well fitted curve in the direction sought with a large enough effect; inconclusive = small, poorly fitted or top-dose-only effect, or another doubt; inactive = no such curve, though single readings can be large; an effect the other way counts as inactive or inconclusive.

SMILES | TSHR antagonist | Chronic BCR inh | ELG1 repair inh | B2AR arrestin | TSG101-PTAP inh | USP2a inh | uPA generation | TCR act | Eya2 inh | Mito fusion yeast | Tb PFK inh
COc1ccc(NC(=O)c2cc(-c3ccccn3)nc3ccccc23)cc1S(=O)(=O)N(C)C | -9 | -1% | ? | -0.2% | -1% | 2% | 0% | 2% | 2% | 3% | -1%
COc1ccc(CN2CN(S(=O)(=O)c3ccccc3)c3nc4ccccc4nc32)cc1 | -8 | 13% | ? | 2.7% | -7% | 0% | 4% | 1% | 1% | 10% | 2%
O=C(Cc1ccccc1)Nc1ccc(SC(F)F)cc1 | -16 | ? | ? | -0.8% | 0% | 1% | -4% | 1%[46.1 µM] | 0% | -1% | -2%
O=C(CSc1ccc(Cl)cc1)NN=C1CCCCCC1 | 5 | -2% | 6% | -0.2% | -1% | 2% | -1% | . | 7% | ? | -24%
Cc1c(NC(=O)c2c([N+](=O)[O-])cnn2C)c(=O)n(-c2ccccc2)n1C | 5 | ? | -1% | 0.1% | -3% | 1% | 3% | -1% | 8% | 3% | -1%
COCCN(C(=O)COC(=O)c1ccccc1NCc1ccco1)c1c(N)n(Cc2ccccc2)c(=O)[nH]c1=O | -6 | 4% | ? | -0.2% | -1% | 4% | -13% | 0% | 13% | -3% | -17%
COc1ccccc1[C@]1(C)ON(c2ccccc2C(F)(F)F)C1=O | -40 | ? | 21µM* | 1.1% | -3% | 3% | ? | 1% | 1% | -45%[inhibitor] | 5%
O=c1[nH][nH]c2nc(C(F)(F)F)cc(C(F)(F)F)c12 | 10 | 0% | 0% | -0.2% | 1% | 4% | 1% | -5% | -9% | 1% | 0%
CCOC(=O)C(CC)(CC)C(=O)/C=C/c1ccc(OC)cc1 | -18 | -25% | ? | 0.1% | 0% | -1% | ? | 1% | -13% | -8% | 0%
COC(=O)c1ccc(CNC(=O)CSc2nnc(COc3ccccc3)n2C)o1 | -7 | -2% | -10% | -0.2% | 0% | 3% | 5% | -14% | -18% | -5% | -4%
O=C(Nc1ccc(Sc2ccc(Br)cc2)cc1)c1ccco1 | -1 | 18% | ? | -0.9% | -7% | -1% | -3% | 0% | -13% | 13% | 6%
CC1CN(C(=O)COC(=O)c2ccc(N)c([N+](=O)[O-])c2)CC(C)O1 (configuration not stated) | 15 | 3% | 15% | -0.3% | -3% | 0% | 0% | -3%[46.1 µM] | -4% | 6% | ?
O=C(c1cc(-c2cccs2)nc2ccccc12)N1CCN(c2ccccc2)CC1 | 6 | 0% | ? | 0.5% | -2% | -9% | -7% | 5% | -5% | 17% | 1%
Cc1cc(NCc2ccccc2Cl)n2nnnc2n1 | 13 | ? | 10% | -0.2% | 0% | -2% | -1% | 4% | 4% | -3% | -2%
CC(C)CNC(=O)c1ccc(NC(=O)c2cccs2)cc1 | 6 | 2% | ? | -0.3% | -6% | 3% | 2% | -4%[46.1 µM] | 3% | -2% | -1%
O=S(=O)(c1cc(Cl)sc1Cl)N1CCCC1 | -7 | -10% | 6% | -0.6% | -1% | -1% | -5% | -2% | ? | 0% | 2%
COc1ccc(C2C(C#N)=C(C)NC3=C2C(=O)c2ccccc23)cc1 (configuration not stated) | -2 | -15% | -8% | -0.3% | -8% | 1% | -5% | -1% | 0% | 7% | -1%
CCc1ccc(/C=C2/SC(=S)N(CCC(=O)Nc3cccnc3)C2=O)cc1 | -3 | ? | -4% | -0.4% | 11% | 4% | 6% | 1% | 14% | 2% | 1%
COc1ccc(C(=O)NCc2oc(-c3ccccc3)cc2C(=O)O)cc1 | -6 | ? | -1% | 0.2% | -4% | -4% | -1% | -3% | -17% | -1% | 0%
O=S(=O)(NCC1CCCO1)c1cc(Cl)ccc1Cl (configuration not stated) | 6 | ? | -3% | 0.2% | 1% | 2% | -5% | 8% | -13% | 3% | 4%
CN(C)c1cccc(C(=O)OC(C(=O)Nc2ccc([N+](=O)[O-])cc2Br)c2ccccc2)c1 (configuration not stated) | -6 | ? | 10% | 0.0% | -1% | -2% | 0% | -1%[46.1 µM] | 0% | 2% | 2%
Cc1cc(C)cc(NC(=O)c2snc3c(=O)[nH]cnc23)c1 | -7 | 8% | 1% | -0.6% | . | 24% | . | . | 28% | 0% | 0%
O=C(c1ccccc1)c1ccc(-n2ccnc2)c([N+](=O)[O-])c1 | -8 | 1% | -9% | -0.1% | -4% | 2% | -8% | -1% | 7% | 6% | 0%
COc1ccc([N+](=O)[O-])cc1NC(=O)CCc1ccccc1 | -9 | 11% | -11% | -0.1% | -1% | -5% | 6% | 0% | 1% | 5% | 3%
N/C(=N\OC(=O)Cc1ccccc1)c1cccnc1 | -33 | ? | 14% | -0.4% | . | 1% | 12% | . | -6% | 4% | -2%
CC(C)(C)NC(=O)NC(=O)COc1ccccn1 | 3 | 8% | 20% | 0.3% | -1% | 2% | 2% | -14% | -16% | 0% | 1%
Cc1ccc(NS(=O)(=O)c2ccc(-c3coc(C)n3)cc2)c(C)c1 | -12 | 4% | -2% | 0.3% | -2% | -2% | 9% | -4% | 2% | 6% | 1%
O=C(NCCCn1ccnc1)/C(=C/c1ccco1)NC(=O)c1ccco1 | 0 | 0% | 24% | -0.7% | -5% | 1% | 0% | 0% | -1% | -4% | 2%
CC(C(=O)Nc1ccccc1-c1ccccc1)N1CCN(C(=O)c2ccccc2)CC1 (configuration not stated) | -12 | ? | -14% | 0.1% | -8% | 1% | -2% | 10% | -25% | -1% | 13%
Cc1ccc(C(=O)N/C(=C\c2ccc3c(c2)OCO3)C(=O)Nc2ccc(C(=O)O)cc2)cc1 | 29 | ? | -5% | -0.1% | 4% | 7% | -1% | 9% | 14% | 0% | ?
COCCNC(=O)CN(C(=O)CCC(=O)Nc1ccccn1)c1ccc(F)c(Cl)c1 | 15 | -13% | 2% | 0.1% | . | 4% | . | . | -4% | 2% | 11%
Cc1ccccc1C(=O)Nc1cccc(C(=O)N/N=C/c2cc(Cl)cc([N+](=O)[O-])c2O)c1 | 6 | -26% | ? | -0.2% | 2% | -16% | ? | 0% | -7% | -1% | -2%
COCCN1Cc2cccc(C(=O)Nc3ccc(C)c(C)c3)c2C1=O | -2 | ? | 11% | -0.2% | -1% | 0% | 0% | -4% | 10% | 0% | 0%
CCOC(=O)C1=C(N)N(c2ccc(C)cc2)C2=C(C(=O)CCC2)C1c1cccs1 (configuration not stated) | 16 | -4% | ? | 7.8% | -3% | -8% | 8% | -7%[46.1 µM] | -6% | 20µM* | 0%
Cn1ccc(=S)c2ccccc21 | 26 | 1% | -1% | 0.4% | -3% | 0% | 5% | -8% | -7% | -4% | -27%
Cn1cccc1/C=N/n1c(-c2ccc(Cl)cc2)n[nH]c1=S | -23 | 15% | 4% | -0.3% | 0% | -1% | -2% | 1% | 14% | -1% | 0%
CCCNC(=O)C(Cc1ccc(Cl)cc1)NC(=O)c1ccc(-c2ccccc2)cc1 (configuration not stated) | -5 | -1% | ? | -1.0% | 0% | -1% | -10% | -1% | -19% | -10% | 10%
Cn1cc(/C=C/C(=O)N2CCCC(C(=O)c3ccc(C(C)(C)C)cc3)C2)cn1 (configuration not stated) | -4 | ? | 10% | 0.3% | -5% | 0% | 1% | 10% | -27% | 23% | 11%
CCOC(=O)C(NCCc1ccc(F)cc1)(NC(=O)CC)C(F)(F)F (configuration not stated) | 8 | -7% | 9% | 0.1% | -1% | -5% | 6% | -5%[46.1 µM] | 9% | 12% | -14%
CNS(=O)(=O)c1cccc(C(=O)OCc2csc(-c3ccccc3)n2)c1 | -19 | -16% | 1% | 0.7% | 0% | -4% | 3% | 2%[46.1 µM] | -5% | 25% | 9%
Cc1ccc(-n2c(=O)[nH]c3ncccc3c2=O)cc1 | -1 | 19% | 7% | -0.1% | 2% | 2% | 11% | 4% | -7% | 4% | -3%

Source: PubChem (National Center for Advancing Translational Sciences (NCATS))

Hits appear at their usual frequency. Share with any hit: about 3%.
